EBI2 antag = EBI2 receptor antagonists, beta-arrestin recruitment, primary screen, cell-based, luminescence, 7a,25-OHC stimulation, uHTS | G-protein coupled receptor 183 (Homo sapiens), P32249 | 7a,25-OHC stimulated | inhibition, % at 5 µM | 0.81% of 360,000 active; in the data active = inhibition above about 38%;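 note: enzyme fragment complementation signal reports receptor beta-arrestin coupling in cells; 0% = agonist plus DMSO wells and 100% = wells without agonist; some results beyond the cut were filed as inactive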
APJ agonist = agonists of human apelin receptor APJ, primary screen, CHO-K1 cells, PathHunter beta-arrestin, luminescence | P35414 | 0% DMSO wells, 100% apelin | activation, % at 20 µM | 0.11% of 330,000 active;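 active = activation more than six SD over the plate average, tested at 20 µM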;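 note: 0% = DMSO alone and 100% = apelin-13 at 10 nM; some results filed as inactive read as strong as hits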
Target sequence (P35414 whole entry, looked up): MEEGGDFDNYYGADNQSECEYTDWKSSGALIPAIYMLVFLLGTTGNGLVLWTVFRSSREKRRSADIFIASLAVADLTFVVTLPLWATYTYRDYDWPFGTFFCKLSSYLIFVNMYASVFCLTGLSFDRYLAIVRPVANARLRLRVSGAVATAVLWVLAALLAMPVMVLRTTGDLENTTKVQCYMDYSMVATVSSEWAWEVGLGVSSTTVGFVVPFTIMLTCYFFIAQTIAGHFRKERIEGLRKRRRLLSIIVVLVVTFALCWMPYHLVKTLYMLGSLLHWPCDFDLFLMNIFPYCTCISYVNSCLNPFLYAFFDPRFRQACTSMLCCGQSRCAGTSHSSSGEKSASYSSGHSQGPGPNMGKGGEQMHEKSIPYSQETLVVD
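Assay system: engineered CHO-K1 APJ arrestin reporter cells; Amount: 1000 CHO-K1 reporter cells seeded per well; Dosing: one dose, 20 µM compound, 1% DMSO; Times: compound stimulation 90 min at 25 °C, detection 60 min; Measured by: luminescent beta-gal fragment complementation, chemiluminescent substrate; Read-out: APJ–arrestin association signal; Controls: DMSO vs Apelin-13 10 nM.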
Mdm2 MdmX PPI = inhibitors of human Mdm2-MdmX association, primary screen, cell-based, luminescence, split luciferase, SaOS-2, uHTS; 3% of 330,000 active; SaOS-2 split-luciferase Mdm2/MdmX complementation; inhibition, % at 8 µM;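 active = inhibition of at least 50% at 8 µM in the primary screen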
UPR CHOP act = activators of apoptotic CHOP UPR arm, primary screen, cell-based, CHO-CHOP luciferase reporter, luminescence, uHTS. UPR activation; percent of tunicamycin response over DMSO baseline. activation, % at 10 µM. 0.34% of 330,000 active. AID 449763, 2010;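 active = at 10 µM dose, activation of 40% or more, normalized to positive control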;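 note: 100% = tunicamycin at 10 µg/mL and 0% = DMSO alone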
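System: CHO-CHOP luciferase reporter cell line | Buffer or medium: F12 medium containing 10% fetal bovine serum | Doses: One dose, 10 µM in 0.5% DMSO | Times: 6 h compound exposure at 37 °C after overnight seeding | Signal: Luciferase luminescence | Read-out: % activation vs tunicamycin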
CXCR6 block = CXCR6 receptor inhibitors, primary screen, cell-based, beta-arrestin, luminescence, CHO-K1 PathHunter, 1536-well; inhibition, % at 20 µM; 0.36% of 360,000 active; AID 602244, 2012; in the data active = inhibition above about 34%, passing the limit was not always enough;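 note: antagonist mode with CXCL16 agonist at 10 nM final; 0% = 10 nM CXCL16 with DMSO and 100% = unstimulated wells without agonist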
Target sequence (O00574 whole entry, looked up): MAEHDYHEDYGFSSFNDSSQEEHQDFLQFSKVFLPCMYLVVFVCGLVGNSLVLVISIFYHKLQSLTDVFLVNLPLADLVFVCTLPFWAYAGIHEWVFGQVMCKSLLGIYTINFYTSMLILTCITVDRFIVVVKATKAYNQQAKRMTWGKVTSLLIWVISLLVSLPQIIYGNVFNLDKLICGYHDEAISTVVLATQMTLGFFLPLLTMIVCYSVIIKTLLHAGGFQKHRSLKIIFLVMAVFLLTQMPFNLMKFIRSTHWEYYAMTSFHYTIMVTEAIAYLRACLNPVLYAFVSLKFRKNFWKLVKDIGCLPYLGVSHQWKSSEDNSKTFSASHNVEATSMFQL
tim23-1 inh = growth inhibitors of tim23-1 mutant yeast, primary screen, luminescence, uHTS | 1.3% of 330,000 active | inhibition, % at 20 µM | S. cerevisiae tim23-1 growth, BacTiter-Glo luminescence, 24 h;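 active = growth inhibition of the mutant yeast at or above 50%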;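 note: temperature-sensitive mutant grown at 25 °C; plate controls were DMSO-treated mutant yeast for no effect and medium wells lacking yeast for full effect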
CCR6 antag = CCR6 receptor antagonists, primary screen, cell-based, CHO-K1, luminescence, beta-arrestin, uHTS; C-C chemokine receptor type 6 (Homo sapiens), P51684; CHO-K1 CCR6 PathHunter beta-arrestin, CCL20-stimulated; inhibition, % at 20 µM; 0.49% of 340,000 active;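 active = compounds whose inhibition of the agonist-driven luminescence signal at 20 µM reaches about 50%, limit read from the data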;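 note: cells stimulated with CCL20 at 14 nM final; plate controls were DMSO with CCL20 for no effect and DMSO without agonist for full effect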
Target sequence (P51684 whole entry, looked up): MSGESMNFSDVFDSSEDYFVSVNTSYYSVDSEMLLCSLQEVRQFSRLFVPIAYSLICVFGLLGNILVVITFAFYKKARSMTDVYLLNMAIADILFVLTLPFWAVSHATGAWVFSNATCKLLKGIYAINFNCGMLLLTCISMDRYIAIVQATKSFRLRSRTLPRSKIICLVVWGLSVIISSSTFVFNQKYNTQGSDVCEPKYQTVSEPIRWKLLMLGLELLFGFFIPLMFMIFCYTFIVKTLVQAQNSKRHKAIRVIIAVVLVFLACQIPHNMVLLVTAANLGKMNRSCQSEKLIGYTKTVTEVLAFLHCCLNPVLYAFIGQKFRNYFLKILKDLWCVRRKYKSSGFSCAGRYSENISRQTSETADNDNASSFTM
APJ antagonist = antagonists of human apelin receptor APJ, primary screen, CHO-K1 cells, beta-arrestin complementation, luminescence. P35414. inhibition, % at 20 µM. 0.32% of 330,000 active. AID 2521, 2010;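 active = inhibition above about 40% at 20 µM, limit read from the data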;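 note: cells challenged with 10 nM apelin-13 agonist together with compound; plate controls were apelin-13 plus DMSO wells for no effect and DMSO wells lacking apelin-13 for full effect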
UPR XBP1 act = activators of adaptive XBP1 UPR arm, primary screen, cell-based, CHO-XBP1 luciferase reporter, luminescence, uHTS; AID 463104, 2010; IRE1-XBP1 UPR activation; percent of tunicamycin response, DMSO as zero; 0.33% of 330,000 active; activation, % at 20 µM;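 active = versus positive control, 20 µM dose yields 30% or more activation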;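 note: 100% = tunicamycin at 10 µg/mL and 0% = DMSO only wells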
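incubation = overnight seeding at 37 °C, 6 h compound treatment at 37 °C | assay system = CHO-XBP1 cells stably carrying IRE1-XBP1-driven luciferase reporter | input = 1000 cells per well | detection = luciferase luminescence | dosing = single point, 20 µM final compound, 1% DMSO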
Active calls of the source: *; / = no result given. Not all compounds are listed (hit frequency here may not be typical).

SMILES	EBI2 antag	APJ agonist	Mdm2 MdmX PPI	UPR CHOP act	CXCR6 block	tim23-1 inh	CCR6 antag	APJ antagonist	UPR XBP1 act
CC1CCCC(NC(=O)COC(=O)c2ccc3ncsc3c2)C1C (stereo unspecified)	7	-3	7	2.2	-1	11	11	8	-3
Cc1ccc(NS(=O)(=O)N2CCOCC2)cc1Cl	-5	-2	10	0.8	-10	-6	9	6	-1
O=C(O)C1OC(Oc2cc3oc(-c4ccccc4)cc(=O)c3c(O)c2O)C(O)C(O)C1O (stereo unspecified)	4	0	-4	1.8	-22	-11	12	23	-1
O=S(=O)(c1cccc2cccnc12)N1CCN(c2ccccc2)CC1	-5	-5	11	0.5	8	18	-14	17	3
CCOCc1nnc(NC(=O)COc2ccc3c(c2)OCO3)s1	-5	1	-24	-1.3	-10	14	9	4	0
Cc1ccc2oc(Nc3nc(-c4ccccc4)cc(=O)[nH]3)nc2c1	/	-8	97*	364*	/	-2	58*	54*	28
CCn1cc(C2C(C(=O)Nc3cc(C)ccn3)=C(C)NC3=C2C(=O)CC(C)(C)C3)c(C)n1 (stereo unspecified)	-12	0	-4	4.7	-9	10	6	1	-2
C=CCSc1nncn1/N=C/c1ccc(OC)cc1	-5	3	-122	3.0	-5	13	7	-6	5
Cc1cccc(NC(=O)CCc2nc3sc4c(c3c(=O)[nH]2)CCCC4)n1	-4	-1	-18	1.0	-4	19	3	-63	0
CCCCN(Cc1nc2ccccc2c(=O)[nH]1)C(=O)COc1ccc(F)cc1Cl	2	-3	0	1.0	1	-6	6	11	0
Cc1cc(NCCCN2CCOCC2)n2ncc(-c3ccccc3)c2n1	-6	-6	-44	3.3	-3	4	19	-11	2
CC1=C(C#N)C(c2cn(-c3ccccc3)nc2-c2cccs2)C(C#N)=C(C)N1	4	8	17	0.0	10	24	-26	5	1
CCOC(=O)[C@@H]1[C@H]2COc3ccccc3[C@@H]2N2C(=O)N(c3ccc(C(F)(F)F)cc3)C(=O)[C@@]12C	9	-4	13	1.0	6	25	13	5	-1
Cc1cc(C)n(CC(=O)c2ccc(Br)cc2)c(=O)c1C#N	2	-1	7	-2.4	-8	11	4	-6	-2
Cc1ccccc1OCC(=O)Nc1ccc(Cc2ccncc2)cc1	11	-5	37	-1.8	-13	36	-5	4	-2
O=C(CC(=O)NCc1ccc(Cl)cc1)NCc1ccccc1	-1	-3	-10	-0.3	-2	-3	5	-7	3
CCCCSc1nc(CCC)cc(=O)[nH]1	-3	-2	17	-2.5	-3	1	-7	2	2
O=C(COc1ccccc1)Nc1ccc(OC(F)(F)C(F)F)c(NC(=O)COc2ccccc2)c1	29	-1	15	-0.9	1	3	5	15	3
O=C(CCN1C(=O)c2ccccc2S1(=O)=O)Nc1ccccc1	-2	-4	8	-0.4	-6	9	2	17	-4
O=[N+]([O-])c1ccc(N2CCOCC2)cn1	-3	-2	-30	-0.7	-2	-5	7	14	2
Cc1ccc(NS(=O)(=O)c2c(C)nc3sccn3c2=O)cc1	1	5	12	-0.4	-7	14	0	14	0
COCCCNC(=O)c1ccc(CS(=O)(=O)c2ccc(OC)cc2)o1	-1	-1	-7	2.0	-7	11	-1	12	-2
COc1ccc(-c2nc(-c3ccc(Br)o3)no2)cc1OC	11	-2	-51	7.9	1	22	0	-23	9
CCOC(=O)c1ccc(N2CN(CC)CNC2=S)cc1	0	-1	-1	2.6	-3	12	4	11	0
CC(=O)c1cccc(NC(=O)N2CCCC2C(=O)NCCC(C)C)c1 (stereo unspecified)	19	3	-20	-0.6	3	7	8	-4	-2
CCOc1ccc(C(=O)OCC(=O)N2CCCC2)cc1OCC	2	-1	17	2.2	-1	3	-3	4	0
CC1CCc2c(c3ccccc3n2C(=O)CCl)C1 (stereo unspecified)	10	0	16	2.9	-36	69*	-20	8	19
CC(C)(C)C(=O)N1N=C(c2ccc(NS(C)(=O)=O)cc2)CC1c1cccs1 (stereo unspecified)	-20	-4	8	-2.8	1	9	11	4	2
NC(=O)COc1ccc(-n2cnnn2)cc1	-1	-2	-4	-0.7	-6	7	-14	-2	-1
COc1ccc(-n2c(C)cc(C)c(C(C)=O)c2=S)cc1	-2	2	36	-1.2	-1	6	-2	5	-3
OC(COc1ccc(C2C=CCC2)cc1)CN1CCCCC1 (stereo unspecified)	-2	-2	4	3.5	2	-47	-4	13	-3
CCn1cc(CNC(=O)/C=C/c2ccc([N+](=O)[O-])cc2)cn1	8	-3	18	-1.2	-2	-3	-7	-3	-2
O=C(Cn1nc(-c2ccccc2)ccc1=O)Nc1cccc(NC(=O)c2ccccn2)c1	/	-1	-3	1.1	/	-8	/	9	0
O=C(CSc1c2c(nc3ccc(Cl)cc13)CCCC2)NCc1ccco1	3	-2	16	1.5	1	29	8	10	-3
Cc1ccc(NC(=O)c2ccc(CSc3nnnn3C)cc2)cc1	15	0	-49	2.3	0	-1	4	12	0
CCOc1ccccc1N1CCN(CC(=O)Nc2cc(C)on2)CC1	-7	-4	11	-2.6	3	16	20	-8	-2
O=C(CSc1ncnc2c1nnn2-c1ccc(F)cc1)NCc1ccco1	1	-1	20	1.9	10	-5	19	11	-2
c1cc(CN2CCN(C3CCCCCC3)CC2)ccn1	3	-5	23	-1.0	1	-5	4	1	1
COc1cc(C2NC(=O)c3ccccc3O2)ccc1OC(C)C (stereo unspecified)	1	-3	-1	2.3	-4	31	-10	6	-6
CC(=O)N/C(=N/c1nc(C)cc(C)n1)Nc1ccc(C)cc1Cl	5	-3	-18	0.9	-1	36	7	-2	0
CCN1C(=O)c2ccc(C(=O)Nc3c(C)cc(C)cc3C)cc2C1=O	3	-2	2	-1.4	4	-6	5	2	-3
CCCC(=O)Nc1cccc(NC(=O)c2ccc(C)c([N+](=O)[O-])c2)c1	7	-6	29	1.4	3	-7	17	8	-1
CC(=O)Nc1ccc(C(=O)Nc2cc(C)on2)cc1	-5	-2	-27	2.2	2	11	5	-2	2
COc1cc(CCC(=O)Nc2ccc(S(=O)(=O)N3CCOCC3)cc2)cc(OC)c1OC	-6	2	12	-1.6	3	-9	18	9	-3
O=[N+]([O-])c1ccc(N/N=C\c2cccn2-c2ccccc2)nc1	8	-5	41	-2.8	17	34	41	7	-2
CC(C)C(=O)Nc1ccc(N2CCN(C(=O)c3cccs3)CC2)cc1	1	1	3	-0.5	-8	8	-8	-4	-2
O=S(=O)(Nc1n[nH]c(C(F)(F)F)n1)c1ccccc1	-1	-2	-5	-0.6	1	25	5	0	-1
CCCCN(CCCC)CCCNC(=O)CC1Oc2ccc(C)cc2NC1=O (stereo unspecified)	-11	-4	-7	0.8	1	7	1	14	1
COc1cc(C(CCN2CCCC(C)C2)c2c(OC)cc(OC)c3c2OC(=O)CC3c2ccc(N(C)C)cc2)cc(OC)c1OC (stereo unspecified)	-4	-5	35	-1.5	14	9	24	10	0
COCCN(CCOC)S(=O)(=O)c1ccc(C(=O)Nc2ccc(S(=O)(=O)Nc3nccc(C)n3)cc2)cc1	-5	-1	-5	2.0	8	8	6	17	-2

(cont.)
SMILES	EBI2 antag	APJ agonist	Mdm2 MdmX PPI	UPR CHOP act	CXCR6 block	tim23-1 inh	CCR6 antag	APJ antagonist	UPR XBP1 act
CCOC(=O)C1CCN(C(=O)Nc2ccc(C)c(Cl)c2)CC1	8	-2	6	1.3	4	-1	-3	4	4
Cc1ccc(N(CC(=O)NC2CCCC2)C(=O)CCC(=O)Nc2nccs2)cc1C	0	-4	-10	1.3	-7	18	14	-6	-5
Cc1ccccc1NS(=O)(=O)c1ccc(OCC(=O)N2CCCC2)cc1	1	3	9	0.6	1	7	8	14	1
CCOc1ccc(/C=N/n2cnnc2)cc1	-6	-4	-23	2.1	2	4	8	-9	-2
COc1ccc(C2CC(c3cccs3)=NN2C(=O)COC(=O)C2CCCCC2)cc1OC (stereo unspecified)	14	-3	-4	1.8	12	33	10	0	1
COc1ccc(CNC(=O)C2CCCN(S(=O)(=O)N3CCC(C)CC3)C2)c(OC)c1 (stereo unspecified)	-3	4	-18	-0.9	-15	7	18	-8	-1
CCNC(=S)Nc1cccc(S(=O)(=O)Nc2ccccc2OC)c1	1	-2	9	-0.8	-7	25	6	-7	-3
CS(=O)(=O)Nc1ccc2c3c(cccc13)CC2	-15	-4	23	0.9	-3	4	-3	-2	0
O=C(NC1CC1)C1CCN(c2ccc(S(=O)(=O)N3CCOCC3)cc2Cl)CC1	4	-3	12	-1.2	0	0	8	7	-2
Cc1ccc(S(=O)(=O)N2CCOCC2)cc1NC(=O)CSc1nnnn1C	3	-3	-18	1.6	-2	-9	-6	8	-2
CCOC(=O)C1=C(C)C/C(=N\NC(=O)c2ccccc2O)CC1	1	0	36	4.1	-2	10	5	-16	-1
COc1ccc(C2CC(c3cccs3)=NN2C(=O)CSC2=NCCS2)cc1 (stereo unspecified)	-29	-5	54*	4.8	14	44	11	-5	-1
CCN(C(=O)COC(=O)CNC(=O)c1sc2ccccc2c1Cl)C1CCCCC1	-3	5	-16	-0.4	-1	34	2	-58	-2
CC(C)CCOc1ccc(C(=O)C[N+]2(C)CCOCC2)cc1	-3	-2	2	-1.1	-10	-9	11	-13	5
Cn1c(=O)c2c(nc(N3CCCC3)n2C)n(C)c1=O	-3	-1	-8	3.4	-4	-1	10	2	3
CC(NC(=O)CN(Cc1ccccc1)S(=O)(=O)c1ccccc1)c1cccnc1 (stereo unspecified)	-2	-4	-4	-0.1	-8	18	12	-10	-2
Cc1ccc(C(=O)Nc2ccc(SC(F)F)cc2)s1	-4	-1	-153	5.8	-2	-9	13	0	13
Nc1nc(SCC(=O)N2CCCCCC2)[nH]c(=O)c1NC(=O)c1ccco1	3	-2	-17	1.1	7	2	3	-5	0
Cc1nc(SCC(=O)N2CCN(c3ccccn3)CC2)c(C#N)c(C)c1C	0	-1	3	-1.6	2	20	6	-9	-1
Cc1ccc(-c2noc(CCC(=O)NCc3ccccc3CN3CCOCC3)n2)cc1	4	-4	19	2.0	0	29	7	11	-2

Shown with values under each structure: part of the list above
Each structure is followed by: EBI2 antag	APJ agonist	Mdm2 MdmX PPI	UPR CHOP act	CXCR6 block	tim23-1 inh	CCR6 antag	APJ antagonist	UPR XBP1 act
CCN(C(=O)COC(=O)CNC(=O)c1sc2ccccc2c1Cl)C1CCCCC1
  -3	5	-16	-0.4	-1	34	2	-58	-2
Cc1ccc(C(=O)Nc2ccc(SC(F)F)cc2)s1
  -4	-1	-153	5.8	-2	-9	13	0	13
Cc1ccc(-c2noc(CCC(=O)NCc3ccccc3CN3CCOCC3)n2)cc1
  4	-4	19	2.0	0	29	7	11	-2

Screens (PubChem)
